Compound activity from PubChem.
MK inhibit = S. pneumoniae MK inhibitors, primary screen, biochemical, PK/LDH-coupled NADH absorbance; mevalonate kinase [Streptococcus pneumoniae D39]; purified MK, PK/LDH-coupled NADH absorbance 340 nm; inhibition, % at 10 µM; 65,000 tested, 0.48% active;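 active means ranked among the strongest by inhibition in the single 10 µM screen, a fixed top-ranked set picked for dose follow-up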; further: no value below 0 was filed
LYP inhibition = LYP phosphatase inhibitors, primary screen, biochemical, DiFMUP fluorescence, recombinant catalytic domain, 10 µM (AID 606) | inhibition, % at 10 µM, or IC50 in µM where a hit was titrated | recombinant LYP catalytic domain, DiFMUP fluorescence; higher % means a stronger effect | Tyrosine-protein phosphatase non-receptor type 22 (Homo sapiens) | 52,000 tested, under 10 active;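 active means IC50 under 40 µM in the dose-response test; inactive means IC50 of 40 µM or more, or never dose-tested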
KRASV12 cytotoxicity = cytotoxicity in KRAS-transformed pancreatic duct cells, primary screen, cell-based, fluorescence, HTS (AID 431) | HPDE-C7K KRASV12 cells, Alamar Blue viability, 48 h; higher % means a stronger effect | one-dose cytotoxicity, % at 10 µM; EC50 in µM for titrated hits | 63,000 tested, 1.7% active;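 active means compounds whose percent cytotoxicity in the single-dose primary screen, scaled between solvent and toxic-drug controls, exceeds 50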;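 further: 0% = DMSO solvent wells and 100% = doxorubicin-treated wells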
Alkaline phosphatase = human TNAP enzyme inhibitors, biochemical, luminescent (AID 518). Alkaline phosphatase, tissue-nonspecific isozyme (Homo sapiens). purified TNAP enzyme, luminescent substrate readout; higher % means a stronger effect. one-dose inhibition, % at 20 µM; IC50 in µM for titrated hits. 64,000 tested, 0.09% active; in the data active means a potency from the dose series; inactive means the rest, 99 in 100 with inhibition below about 22%;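 further: plate controls were vehicle for no effect and reference inhibitor for full effect; many of its hits are not listed in these tables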
HT1080 cytotoxicity = cytotoxicity in HT1080 fibrosarcoma cells, cell-based, fluorescence readout (AID 620) | HT1080 viability, fluorescence; higher % means a stronger effect | one-dose cytotoxicity, % at 10 µM; EC50 in µM for titrated hits | 87,000 tested, 0.42% active;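 further: cells exposed to compound overnight then 4 h with Alamar Blue; 0% = vehicle DMSO and 100% = killing control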
Spn DPM-DC inh = S. pneumoniae DPM-DC inhibitors, primary screen, biochemical, PK/LDH-coupled NADH fluorescence | purified DPM-DC | calls only at 10 µM | 65,000 tested, 0.49% active;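 active means the 320 compounds with the highest percent inhibition in the single-dose primary screen, excluding strongly autofluorescent ones, cut at about 32% in these data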;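 further: kinetic rate of NADH fluorescence loss reporting ADP formed by the decarboxylase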
Bfl-1 inhibitors = Bfl-1 inhibitors, primary screen, biochemical, fluorescence polarization, FITC-Bid, mouse (AID 432); FITC-Bid BH3 peptide fluorescence polarization displacement; higher % means a stronger effect; one-dose displacement, % at 20 µM; IC50 in µM for titrated hits; 64,000 tested, 0.02% active; Bcl-2-related protein A1 (Mus musculus); in the data active means a potency from the dose series; inactive means the rest, 99 in 100 with displacement below about 15%; further: strong numbers were not always called active
Spn PMK inh = S. pneumoniae PMK inhibitors, primary screen, biochemical, mevalonate pathway, pilot trial included | phosphomevalonate kinase (Streptococcus pneumoniae D39) | purified PMK, PK/LDH-coupled NADH absorbance 340 nm | inhibition, % at 10 µM | 65,000 tested, 0.49% active;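 active means top-ranked compounds by inhibition in the single 10 µM screen, taking a fixed number of the strongest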;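 further: 0% = full reaction with DMSO carrier and 100% = background rate without enzyme reaction; no value below 0 was filed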
HPDE-C7 viability = cytotoxicity in HPDE-C7 cells, cell-based, fluorescence, HTS (AID 430). HPDE-C7 pancreatic duct cells viability, fluorescence; higher % means a stronger effect. cytotoxicity, % at 10 µM, or EC50 in µM where a hit was titrated. 63,000 tested, 1.8% active;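 further: cells exposed to compound for 48 hours before viability readout; 0% = vehicle and 100% = reference cytotoxic drug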
Spn PMK inh pilot replicates = further read-out of Spn PMK inh, marked with its call; inhibition, %; measured here: pilot screen replicates
MK inhibit pilot replicates = recorded beside MK inhibit, whose call it bears; inhibition, %; measured here: pilot screen replicates
Spn DPM-DC inh pilot screen % = also measured in Spn DPM-DC inh; calls as there; inhibition, %; measured here: pilot screen trials
* hit, by the source's call. Unless noted, no stated cut-off is given here; in the data, active means cytotoxicity above about 50%; inactive means the rest.

How did CCOC(=O)CSc1nc2ccccc2n1CC(=O)N1CCN(c2ccccc2)CC1 do in these assays?
MK inhibit: 9; LYP inhibition: -2%; KRASV12 cytotoxicity: -7%; Alkaline phosphatase: 5%; HT1080 cytotoxicity: -11%; Spn DPM-DC inh: inactive; Bfl-1 inhibitors: -1%; Spn PMK inh: 11; HPDE-C7 viability: -6%; Spn PMK inh pilot replicates: 0.5; MK inhibit pilot replicates: 0.0; Spn DPM-DC inh pilot screen %: 0.0

Results for O=C(NCCCN1CCOCC1)c1ccc(CS(=O)(=O)Cc2ccccc2Cl)o1 ?
MK inhibit: 5; LYP inhibition: -1%; KRASV12 cytotoxicity: -2%; Alkaline phosphatase: 3%; HT1080 cytotoxicity: 0%; Spn DPM-DC inh: inactive; Bfl-1 inhibitors: -6%; Spn PMK inh: 16; HPDE-C7 viability: 1%

How did O=C(CCn1c(=O)oc2ccccc21)NCCN1CCc2ccccc2C1 do in these assays?
MK inhibit: 0; LYP inhibition: 19%; KRASV12 cytotoxicity: 10%; Alkaline phosphatase: 7%; HT1080 cytotoxicity: 4%; Spn DPM-DC inh: inactive; Bfl-1 inhibitors: 0%; Spn PMK inh: 12; HPDE-C7 viability: 7%; Spn PMK inh pilot replicates: 1.0; MK inhibit pilot replicates: 2.0; Spn DPM-DC inh pilot screen %: 0.0

What do the screens show for `CC1=C(C(=O)OCCOc2ccccc2)C(c2ccc(C)o2)C2=C(CC(C)(C)CC2=O)N1` (stereo not drawn)?
MK inhibit: 6; LYP inhibition: -7%; Alkaline phosphatase: 13%; HT1080 cytotoxicity: 4%; Spn DPM-DC inh: inactive; Bfl-1 inhibitors: 4%; Spn PMK inh: 3

What do the screens show for `COc1cc(CCC(=O)N2CCN(S(=O)(=O)c3ccc(C)c(C)c3)CC2)cc(OC)c1OC`?
MK inhibit: 0; KRASV12 cytotoxicity: 3%; Alkaline phosphatase: 2%; HT1080 cytotoxicity: -1%; Spn DPM-DC inh: inactive; Bfl-1 inhibitors: -3%; Spn PMK inh: 18; HPDE-C7 viability: 2%

What do the screens show for `CC1CCCCN1C(=O)c1ccccc1NC(=O)c1ccco1` (stereo not drawn)?
MK inhibit: 6; LYP inhibition: 12%; KRASV12 cytotoxicity: -9%; Alkaline phosphatase: 3%; HT1080 cytotoxicity: 9%; Spn DPM-DC inh: inactive; Bfl-1 inhibitors: -3%; Spn PMK inh: 17; HPDE-C7 viability: -16%

Results for O=C(N1CCOCC1)N1CCN(C(=O)N(c2ccccc2)c2ccccc2)CC1 ?
MK inhibit: 4; LYP inhibition: -7%; KRASV12 cytotoxicity: 6%; Alkaline phosphatase: 5%; Spn DPM-DC inh: inactive; Bfl-1 inhibitors: 0%; Spn PMK inh: 0; HPDE-C7 viability: 3%

Results for O=C(Nc1ccc(Cl)cc1F)c1ccc(COc2c(F)c(F)c(F)c(F)c2F)o1 ?
MK inhibit: 0; LYP inhibition: 8%; KRASV12 cytotoxicity: -6%; Alkaline phosphatase: 7%; HT1080 cytotoxicity: -11%; Spn DPM-DC inh: inactive; Bfl-1 inhibitors: -3%; Spn PMK inh: 3; HPDE-C7 viability: -15%

Results for O=C(COc1ccccc1Cl)N1CCN(c2ncccn2)CC1 ?
MK inhibit: 4; LYP inhibition: 11%; KRASV12 cytotoxicity: -16%; Alkaline phosphatase: -1%; HT1080 cytotoxicity: -2%; Spn DPM-DC inh: inactive; Bfl-1 inhibitors: -5%; Spn PMK inh: 12; HPDE-C7 viability: 2%

What do the screens show for `CSc1nc2sc3c(c2c(=O)n1C)CCCC3`?
MK inhibit: 4; LYP inhibition: -3%; KRASV12 cytotoxicity: -16%; Alkaline phosphatase: 4%; HT1080 cytotoxicity: 5%; Spn DPM-DC inh: inactive; Bfl-1 inhibitors: -1%; Spn PMK inh: 13; HPDE-C7 viability: -18%

What do the screens show for `CC(C)Cn1c(N2CCN(C(=O)c3cccs3)CC2)nc2ccccc21`?
MK inhibit: 10; KRASV12 cytotoxicity: 2%; Alkaline phosphatase: 8%; HT1080 cytotoxicity: 8%; Spn DPM-DC inh: inactive; Bfl-1 inhibitors: 0%; Spn PMK inh: 6; HPDE-C7 viability: -6%

Results for COC(=O)Cn1cc(C(=O)c2ccco2)c2ccccc21 ?
MK inhibit: 0; LYP inhibition: 0%; KRASV12 cytotoxicity: -16%; Alkaline phosphatase: -8%; HT1080 cytotoxicity: -3%; Spn DPM-DC inh: inactive; Bfl-1 inhibitors: 0%; Spn PMK inh: 16; HPDE-C7 viability: -10%

How did COc1ccc(C(=O)N2CCCC2)cc1S(=O)(=O)N1CCC(C)CC1 do in these assays?
MK inhibit: 9; LYP inhibition: 10%; KRASV12 cytotoxicity: 4%; Alkaline phosphatase: 7%; HT1080 cytotoxicity: -6%; Spn DPM-DC inh: inactive; Bfl-1 inhibitors: -6%; Spn PMK inh: 0; HPDE-C7 viability: 0%

How did Cc1oc(CC(C)C)cc1C(=O)Nc1ccc(C(=O)O)cc1 do in these assays?
MK inhibit: 0; LYP inhibition: -3%; KRASV12 cytotoxicity: 10%; Alkaline phosphatase: -2%; HT1080 cytotoxicity: -4%; Spn DPM-DC inh: inactive; Bfl-1 inhibitors: 4%; Spn PMK inh: 0; HPDE-C7 viability: 5%

How did COc1ccc(S(=O)(=O)N(CCCN2CCCC2=O)Cc2cc3c(C)cc(C)cc3[nH]c2=O)cc1 do in these assays?
MK inhibit: 3; LYP inhibition: 2%; KRASV12 cytotoxicity: 2%; Alkaline phosphatase: 4%; HT1080 cytotoxicity: 4%; Spn DPM-DC inh: inactive; Bfl-1 inhibitors: 1%; Spn PMK inh: 6; HPDE-C7 viability: -2%

Results for O=C(Cc1ccsc1-c1ccccc1)NO ?
MK inhibit: 2; LYP inhibition: 11%; KRASV12 cytotoxicity: 19%; Alkaline phosphatase: 22%; HT1080 cytotoxicity: -6%; Spn DPM-DC inh: inactive; Bfl-1 inhibitors: -11%; Spn PMK inh: 12; HPDE-C7 viability: 7%; Spn PMK inh pilot replicates: 5.5; MK inhibit pilot replicates: 1.0; Spn DPM-DC inh pilot screen %: 0.0

How did CC(C)Sc1nc2c(c(=O)n1-c1ccc(F)cc1)SCC2 do in these assays?
MK inhibit: 0; LYP inhibition: 5%; KRASV12 cytotoxicity: -1%; Alkaline phosphatase: 13%; HT1080 cytotoxicity: -2%; Spn DPM-DC inh: inactive; Bfl-1 inhibitors: -4%; Spn PMK inh: 23; HPDE-C7 viability: -20%; Spn PMK inh pilot replicates: 2.0; MK inhibit pilot replicates: 2.0; Spn DPM-DC inh pilot screen %: 5.5

Results for Cn1c(SCC(=O)Nc2ccccc2-c2ccccc2)nnc1-c1ccco1 ?
MK inhibit: 0; LYP inhibition: 14%; KRASV12 cytotoxicity: -5%; Alkaline phosphatase: 6%; HT1080 cytotoxicity: 0%; Spn DPM-DC inh: inactive; Bfl-1 inhibitors: 3%; Spn PMK inh: 2; HPDE-C7 viability: -1%

Results for CCCc1[nH]nc2c1C1(CCOC1C)C(C#N)=C(N)O2 (stereo not drawn) ?
MK inhibit: 0; LYP inhibition: 8%; KRASV12 cytotoxicity: 0%; Alkaline phosphatase: 8%; HT1080 cytotoxicity: 1%; Spn DPM-DC inh: inactive; Bfl-1 inhibitors: -8%; Spn PMK inh: 23; HPDE-C7 viability: 4%

How did COC(=O)C1=C(C)NC2=C(C(=O)CC(c3cccs3)C2)C1c1ccsc1 (stereo not drawn) do in these assays?
MK inhibit: 5; LYP inhibition: -12%; KRASV12 cytotoxicity: -5%; Alkaline phosphatase: 14%; HT1080 cytotoxicity: 16%; Bfl-1 inhibitors: -2%; Spn PMK inh: 0; HPDE-C7 viability: -20%

What do the screens show for `CCN1C(=S)SC(=O)C1=C1C=C(C)OC(C)=C1`?
MK inhibit: 9; LYP inhibition: 8%; KRASV12 cytotoxicity: -3%; Alkaline phosphatase: 15%; HT1080 cytotoxicity: 6%; Spn DPM-DC inh: inactive; Bfl-1 inhibitors: -10%; Spn PMK inh: 0; HPDE-C7 viability: -4%

What do the screens show for `COCCOC(=O)c1c(C)oc2ccc(OC(=O)c3c(OC)cccc3OC)cc12`?
MK inhibit: 0; KRASV12 cytotoxicity: 27%; Alkaline phosphatase: 8%; HT1080 cytotoxicity: 4%; Spn DPM-DC inh: inactive; Bfl-1 inhibitors: -10%; Spn PMK inh: 1; HPDE-C7 viability: 19%

How did CCN1CCN(C(=O)c2cc3c(s2)-c2ccccc2S(=O)(=O)C3)CC1 do in these assays?
MK inhibit: 2; LYP inhibition: -7%; KRASV12 cytotoxicity: -3%; Alkaline phosphatase: 8%; HT1080 cytotoxicity: 3%; Spn DPM-DC inh: inactive; Bfl-1 inhibitors: -4%; Spn PMK inh: 12; HPDE-C7 viability: -9%

How did Cc1csc(SCCn2c(Br)nc3c2c(=O)[nH]c(=O)n3C)n1 do in these assays?
MK inhibit: 5; LYP inhibition: 4%; KRASV12 cytotoxicity: 12%; Alkaline phosphatase: 7%; HT1080 cytotoxicity: -13%; Spn DPM-DC inh: inactive; Bfl-1 inhibitors: 0%; Spn PMK inh: 1; HPDE-C7 viability: 12%

What do the screens show for `Cc1cc(NC(=O)CN2C(=O)C3CC=CCC3C2=O)no1` (stereo not drawn)?
MK inhibit: 1; LYP inhibition: 8%; HT1080 cytotoxicity: 6%; Spn DPM-DC inh: inactive; Spn PMK inh: 9

Results for CC(C)COC(=O)C(N)C(C(=O)OCC(C)C)c1ccccc1 (stereo not drawn) ?
MK inhibit: 9; LYP inhibition: -3%; KRASV12 cytotoxicity: -2%; Alkaline phosphatase: 5%; HT1080 cytotoxicity: -10%; Spn DPM-DC inh: inactive; Bfl-1 inhibitors: -3%; Spn PMK inh: 2; HPDE-C7 viability: -6%

What do the screens show for `O=C(NCc1cccc(Cl)c1)c1ccco1`?
MK inhibit: 0; LYP inhibition: 2%; KRASV12 cytotoxicity: -7%; Alkaline phosphatase: 10%; HT1080 cytotoxicity: 1%; Spn DPM-DC inh: inactive; Bfl-1 inhibitors: -5%; Spn PMK inh: 4; HPDE-C7 viability: -1%

Results for Cn1c(SCC(=O)NC2CCCCC2)nnc1-c1cc2cc(Cl)ccc2o1 ?
MK inhibit: 11; LYP inhibition: -6%; KRASV12 cytotoxicity: 0%; Alkaline phosphatase: 7%; HT1080 cytotoxicity: 1%; Spn DPM-DC inh: inactive; Bfl-1 inhibitors: 0%; Spn PMK inh: 12; HPDE-C7 viability: 8%
